HT1080-NT tox = kills 2HG-producing HT-1080-NT fibrosarcoma cells; Potency, µM (highest dose often 46.1 µM), for the others: at the highest dose activity, negative = less viability, most hits filed as cytotoxic; 1.6% of 360,000 active; HT-1080-NT fibrosarcoma viability, CellTiter-Glo ATP luminescence, 48 h;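 note: NT is the 2HG producing partner of a matched IDH1 knockdown line; potency is the fitted concentration of half-maximal effect; 0% = DMSO-treated cells and -100% = media-only wells without cells; nearly all actives have a fitted effect of over 55% in size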
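HT-1080-NT fibrosarcoma cells (2HG-overproducing), 750 cells/well in RPMI with 5% FBS, dosed after 2 h and incubated 48 h at 37C. CellTiter-Glo luminescence normalized to DMSO and no-cell wells; concentration-response curves fitted and classed.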
D3 antag = antagonists of human D3 dopamine receptor | 2.5% of 360,000 active | AID 652054 | D3R cells, DiscoveRx beta-arrestin luminescence, antagonist mode; stronger effect = lower value | max response, negative = inhibition, %; in the data active = max response below about -50%; inconclusive = no clear call, values can overlap the other calls; note: % is set by controls: 0 for no effect and ±100 for the full control effect; mostly tested at two doses, the higher about 12 µM
Target sequence (P35462 whole entry, looked up): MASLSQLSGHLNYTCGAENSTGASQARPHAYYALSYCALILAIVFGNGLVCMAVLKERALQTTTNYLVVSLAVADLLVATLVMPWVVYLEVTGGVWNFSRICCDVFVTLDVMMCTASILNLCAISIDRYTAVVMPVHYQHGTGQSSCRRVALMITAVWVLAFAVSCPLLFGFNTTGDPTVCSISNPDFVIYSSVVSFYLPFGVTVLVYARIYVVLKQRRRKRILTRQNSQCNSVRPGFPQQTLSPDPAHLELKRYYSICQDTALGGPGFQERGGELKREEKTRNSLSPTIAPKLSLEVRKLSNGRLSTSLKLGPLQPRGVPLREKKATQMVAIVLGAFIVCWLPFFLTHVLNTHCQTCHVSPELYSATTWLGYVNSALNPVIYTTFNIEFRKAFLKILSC
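Cells plated overnight at 1500 cells/well, then exposed to library compounds with dopamine controls for 90 minutes at 37 degrees C. DiscoveRx reagent added for 30–60 minutes at room temperature; luminescence read, quantitative HTS format.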
D3 ag = D3 dopamine receptor (human) agonism. P35462. AID 652048. 0.58% of 410,000 active. D3R DiscoveRx beta-arrestin cells, luminescence, 90 min. max activation, %; in the data active = max activation above about 30%; note: 0% is about no effect; mostly tested at two doses, the higher about 12 µM
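Cells at 1500/well, incubated overnight, then treated with pinned compounds (dopamine as control) for 90 min at 37 degrees C. DiscoveRx reagent added for 30 - 60 minutes at room temperature; luminescence read.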
KB-V1 MDR tox = kills drug-selected multidrug resistant KB-V1 cells | KB-V1 MDR cells viability, CellTiter-Glo, 72 h | Potency, µM (series often up to 46.1 µM), without a hit: at the highest dose activity change, negative = cytotoxicity, usual class: cytotoxic | 3.4% of 400,000 active; note: potency is the fitted concentration of half-maximal effect; % is set by controls: 0 for no effect and ±100 for the full control effect; nearly all actives have a fitted effect of over 60% in size
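Cytotoxicity toward P-gp-expressing KB-V1 cells was determined as loss of CellTiter-Glo luminescence after 72 h at 37 degrees C. Compounds were tested in quantitative HTS format across a concentration range, with curves fitted to normalized data.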
SW480 rerep = DNA re-replication induction in SW480 cells; 1.8% of 340,000 active; Potency, µM (titrated, usually from 46.1 µM), inactives show at the top dose re-replication activation, usual class: activators; SW480 DNA re-replication, Hoechst DNA content imaging, 48 h; note: potency is the fitted concentration of half-maximal effect; % of control where 0% means no effect; nearly all actives have a fitted effect of over 55% in size
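First, 250 cells per well were seeded. Next, compound or vehicle (23 nL) was pinned in, plates sat 48 hr at 37 C. Finally Hoechst was added for 40 min before fluorescence scanning.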
IL1B secr inh = inflammasome signaling inhibition, IL-1 beta readout; AID 743279; 4.7% of 360,000 active; THP-1 LPS/ATP IL-1B secretion, AlphaLISA, 16 h; stronger effect = lower value; activity change, % at 57.5 µM; in the data active = activity change below about -50%; inconclusive = mostly about -30% to -49%; note: % is set by controls: 0 for no effect and ±100 for the full control effect
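Secreted IL-1B measured by AlphaLISA bead assay after 16 h compound exposure of THP-1 cells; compounds (final up to 57.5 uM) added 1 h before LPS (250 ng/mL) and ATP (1.25 mM) stimulation; lower signal means less secretion.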
HT1080 IDH1KD tx = toxicity to HT-1080 IDH1 knockdown cells (counter line) | Potency, µM (doses to about 46.1 µM), for inactives: top-dose activity, negative = toxicity, hits mostly cytotoxic | 2% of 360,000 active | HT-1080 IDH1 knockdown viability, ATP luminescence, 48 h | AID 686971;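 note: potency is the fitted concentration of half-maximal effect; 0% = DMSO wells and -100% = cell-free medium wells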
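In this qHTS, HT-1080 cells depleted of IDH1 are exposed for 48 h at 37 °C to compound titrations. Toxicity is scored from CellTiter-Glo luminescence, with DMSO as full viability and medium alone as none.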
GLP-1R agonist = agonists of human GLP-1 receptor; AID 624172; Potency, µM (top dose mostly 45.6 µM), for the others: at the top dose activation, hits mostly activators; P43220; 0.007% of 380,000 active; HEK293 GLP-1R CRE-luciferase, luminescence, 4-6 h; cells express a hypersensitive GLP-1R form; note: potency is the fitted concentration of half-maximal effect; % of control where 0% means no effect
Target sequence (P43220 whole entry, looked up): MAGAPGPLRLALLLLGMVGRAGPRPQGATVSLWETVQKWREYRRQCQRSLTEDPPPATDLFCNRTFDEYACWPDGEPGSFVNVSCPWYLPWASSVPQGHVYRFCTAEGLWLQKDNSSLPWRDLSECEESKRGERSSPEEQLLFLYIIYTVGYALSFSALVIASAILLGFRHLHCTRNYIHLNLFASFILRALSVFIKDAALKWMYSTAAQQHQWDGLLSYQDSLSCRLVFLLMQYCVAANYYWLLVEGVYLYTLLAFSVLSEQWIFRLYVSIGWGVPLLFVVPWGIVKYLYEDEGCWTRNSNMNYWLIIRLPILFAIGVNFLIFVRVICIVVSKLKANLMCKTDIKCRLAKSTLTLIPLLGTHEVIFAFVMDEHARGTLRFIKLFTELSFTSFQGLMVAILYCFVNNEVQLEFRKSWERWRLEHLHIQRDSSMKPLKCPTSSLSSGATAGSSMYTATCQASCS
KB-3-1 tox = kills parental KB-3-1 adenocarcinoma cells | KB-3-1 viability, CellTiter-Glo ATP luminescence, 72 h | Potency, µM (doses to about 46.1 µM), without a hit: at the top dose activity change, negative = cytotoxic, hits mostly cytotoxic | 1.4% of 400,000 active | AID 1347075; note: potency is the fitted concentration of half-maximal effect; % is set by controls: 0 for no effect and ±100 for the full control effect; nearly all actives have a fitted effect of over 60% in size
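Cytotoxicity measured as CellTiter-Glo luminescence after 72 h at 37 C. Compound titrations were pinned onto drug-naive KB-3-1 parental adenocarcinoma cells grown in DMEM with 10% FBS, and normalized data fitted to concentration-response curves.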
An asterisk follows results filed as active; ? = inconclusive; . = not tested or not shown; [ ] = remark or other dose. Unless noted, calls come from the whole dose curve; as a rule, active = well fitted curve in the direction sought with a large enough effect; inconclusive = small, poorly fitted or top-dose-only effect, or another doubt; inactive = no such curve, though single readings can be large; an effect the other way counts as inactive or inconclusive.

SMILES	HT1080-NT tox	D3 antag	D3 ag	KB-V1 MDR tox	SW480 rerep	IL1B secr inh	HT1080 IDH1KD tx	GLP-1R agonist	KB-3-1 tox
CCC(CO)N=C1CC(C)(C)CC(=O)/C1=C(/O)CCCN1C(=O)c2ccccc2C1=O (stereo not drawn)	10%	0	13	7%	2%[1.84 µM]	17	9%	6%	19%
CN1CCN(Cc2c(O)c(Cl)cc3c(-c4ccccc4)cc(=O)oc23)CC1	-10%	-21	1	-4%	-6%	8	-6%	8%	3%
Cc1ccc(NC(=O)c2c(C)nc3sc(C(=O)NC4CCCC4)c(N)c3c2-c2ccco2)c(C)c1	3%	15	-4	-29%	19%	19	7%	-8%	-14%
COc1ccc(CCNC(=O)c2ccc([N+](=O)[O-])cc2Cl)cc1OC	-7%	13	9	-5%	-4%	22	6%	-1%	-1%
COC(=O)c1ccccc1NC(=O)c1sc(Cl)nc1C	0%	-9	7	-3%	-7%	15	6%	20%	1%
Cc1ccc(SCc2ccc(C(=O)NCc3ccncc3)cc2)cc1	-14%	-7	6	18µM*	8%	-17	-15%	-7%	0%
CCOc1ccc(NC(=O)CSc2nc(=O)n(Cc3ccccn3)c3c2CCC3)cc1	-4%	23	2	-10%	3%	-5	-6%	1%	3%
C/C(=N\N1C(=O)c2ccccc2NC1c1ccco1)c1ccccc1O (stereo not drawn)	?	19	4	?	?	69	?	10%	?
O=C(Cc1ccc(NC(=O)C2CCCN(C(=O)C3CCCC3)C2)cc1)Nc1cccc(C(=O)N2CCCCC2)c1 (stereo not drawn)	1%	-13	-22	0%	-1%	5	4%	6%	0%
CN1C(=O)c2oc3ccccc3c(=O)c2C1c1ccncc1 (stereo not drawn)	7%	-10	-14	16%	1%	12	1%	-3%	23%

Individual results from the entries so far.
Value for CCC(CO)N=C1CC(C)(C)CC(=O)/C1=C(/O)CCCN1C(=O)c2ccccc2C1=O (stereo not drawn) under HT1080 IDH1KD tx: 9%
Value for CN1C(=O)c2oc3ccccc3c(=O)c2C1c1ccncc1 (stereo not drawn) under HT1080 IDH1KD tx: 1%
Value for Cc1ccc(NC(=O)c2c(C)nc3sc(C(=O)NC4CCCC4)c(N)c3c2-c2ccco2)c(C)c1 under IL1B secr inh: 19
Value for CN1CCN(Cc2c(O)c(Cl)cc3c(-c4ccccc4)cc(=O)oc23)CC1 under SW480 rerep: -6%
Value for COc1ccc(CCNC(=O)c2ccc([N+](=O)[O-])cc2Cl)cc1OC under D3 ag: 9

Returning to the listing with the 2 entries that preceded the break.
SMILES	HT1080-NT tox	D3 antag	D3 ag	KB-V1 MDR tox	SW480 rerep	IL1B secr inh	HT1080 IDH1KD tx	GLP-1R agonist	KB-3-1 tox
O=C(Cc1ccc(NC(=O)C2CCCN(C(=O)C3CCCC3)C2)cc1)Nc1cccc(C(=O)N2CCCCC2)c1 (stereo not drawn)	1%	-13	-22	0%	-1%	5	4%	6%	0%
CN1C(=O)c2oc3ccccc3c(=O)c2C1c1ccncc1 (stereo not drawn)	7%	-10	-14	16%	1%	12	1%	-3%	23%
CN1CCN(C2=CC(=O)OC23CCCCC3)CC1	6%	0	16	10%	3%	2	5%	1%	-1%
N=C1/C(=C\c2ccc(OC(=O)c3ccc(F)cc3)cc2)C(=O)N=C2SC(N3CCOCC3)=NN12	6%	-3	4	21%	-6%	-6	8%	-4%	4%
Cc1ccccc1CC1(CO)CCCN(C(=O)CCC(=O)c2ccccc2)C1 (stereo not drawn)	-5%	8	1	?	-2%	28	0%	9%	-1%
O=C(N/N=C/c1cccnc1)C1CCCCC1	7%	13	1	6%	-1%	6	3%	-2%	2%
COc1cccc(C(C(=O)NC(C)(C)C)N(C(=O)CCC(=O)Nc2cc(C)on2)C(C)C)c1OC (stereo not drawn)	17%	-4	-2	7%	0%	18	10%	-4%	9%
CCN(CC(=O)NCc1cccs1)C(=O)c1ccc(S(=O)(=O)Nc2cccc(C)c2C)cc1	-9%	-14	0	.	0%	8	-7%	-11%	.
COc1cccc(/C=N/NC(=O)c2cc3cc([N+](=O)[O-])ccc3s2)c1O	4.1µM*	-14	8	?	1.8µM*	77	2.9µM*	-5%	?
O=C(NCc1ccccc1)NCC12CC3CC(CC(C3)C1)C2	0%	-5	4	-19%	-15%	-7	0%	7%	0%
COc1ccc(NC(=S)N2CCN(c3ncccn3)CC2)cc1	-3%	2	-2	12%	-3%	-5	-5%	11%	1%
CC(=O)Nc1ccc2c(c1)C(=O)N(C1CCCCC1)C2=O	-2%	-14	-6	14%	-2%	3	0%	-20%	-5%
CC(=O)N1CCc2cc(S(=O)(=O)CCC(=O)N(C)Cc3ccco3)ccc21	14%	1	-6	-7%	-15%	-15	12%	-5%	-8%
CCc1nn(-c2ccccc2)c(=S)c2ccccc12	-5%	-18	-6	10%	-8%	2	0%	24%	0%
O=C1NC(=O)N2CCSC2(Cc2ccccc2)N1 (stereo not drawn)	-27%	3	-22	?	3%	-19	-4%	6%	?
CCCCCCOc1ccc(N2C(=O)CC(N3CCN(CCN=CC4C(=O)CC(C)(C)CC4=O)CC3)C2=O)cc1 (stereo not drawn)	-2%	1	6	2%	3%	21	0%	4%	-2%
CC(=O)c1c(C)[nH]c(C(=O)CN(C)CC(=O)Nc2ccccc2Cl)c1C	-14%	1	-10	-15%	-4%	-9	-15%	16%	-14%
COc1cc(/C=C2\SC(=S)N(Nc3ncc(C(F)(F)F)cc3Cl)C2=O)ccc1O	5%	?	-6	25%	11%	?	-11%	4%	-23%
O=S(=O)(Cc1ccccc1)Nc1ccccc1	8%	8	0	-9%	-65%[inhibitor]	-1	2%	-2%	-9%
CC(C)CC(=O)NC1(C(F)(F)F)C(=O)Nc2c1c(=O)[nH]c(=O)n2-c1ccccc1 (stereo not drawn)	.	.	-6	-7%	.	.	.	1%	1%
CN1C2C=C3C(C#N)=C(N)C(C#N)(C#N)[C@H](c4c(F)cccc4F)[C@H]3C1CC2 (stereo partly drawn)	?	-14	-5	-5%	-4%	-93*	-13%[9.24 µM]	-1%	-21%
CCOc1ccc(NC(=S)Nc2cc(OC)c(Cl)cc2OC)cc1	10%	-26	-9	16µM*	-27%	11	6%	9%	-7%
O=C(c1noc2c1CCc1ccccc1-2)N1CCCc2ccccc21	0%[9.24 µM]	18	8	0%	19%	-9	-23%	1%	0%
CC1=C(C(=O)N2CCOCC2)C(c2ccc(OC(F)F)cc2)NC(=S)N1c1ccccc1 (stereo not drawn)	6%	3	12	-13%	-10%	-23	3%	3%	12%
CNC(=O)NC(=O)CSc1nnc(-c2ccco2)n1-c1ccccc1	7%	0	4	-3%	-16%	4	12%	-2%	1%
O=C(Nc1ccc(-c2nc3ccccc3o2)c(O)c1)c1cc(-n2cnnc2)ccc1Cl	-26%	58	-5	-10%	?	-14	?	-1%	-14%
Cc1nc2scc(-c3cccs3)c2c(=O)[nH]1	7%	-2	0	-23%	-5%	-14	5%	-10%	1%
NC(=O)c1[nH]cnc1N=NN(CCO)Cc1ccccc1	-15%	-21	-6	?	.	32	-8%	-3%	-35%
CC[C@]12c3[nH]c4ccc(OC)cc4c3CCN1C(=O)C(CC(=O)NC(C)(C)C)C[C@@H]2C(=O)N1CCN(C(=O)c2ccco2)CC1 (stereo partly drawn)	2%	27	2	0%	8%	0	3%	4%	0%
COc1cccc(/C=C/C(=O)OCC(=O)N2CCCc3ccccc32)c1	7%	1	3	4%	-5%	-1	6%	0%	3%
COc1cc(CN(C2CC2)S(=O)(=O)c2ccccc2Br)cc(OC)c1	-2%	30	17	-6%	?	4	-1%	24%	?
COCCN1Cc2cccc(C(=O)Nc3cccc(-c4nc5ccccc5[nH]4)c3)c2C1=O	-52%	21	-15	10µM*	88%	-6	16µM*	26%	?
Cc1ccc(NC(=O)C2CCCN(C(=O)NCc3ccccc3)C2)c(C)c1 (stereo not drawn)	-3%	4	-3	5%	-16%	37	-3%	7%	-10%
C/C(=N\NC(=O)C1CCCN(S(=O)(=O)c2ccccc2)C1)c1ccccn1 (stereo not drawn)	?	-90*	-10	?	5%	92	?	9%	?
Cc1cc(C2C(=O)CC(=O)CC2c2ccccc2)on1 (stereo not drawn)	8%	8	0	0%	-5%	0	13%	-24%	0%
COc1ccc(CCn2c(C)nc3c(c(=O)c4ccccc4n3C)c2=O)cc1	?	25	8	-17%	-2%	-18	?	12%	-17%
O=C(N/N=C/c1ccc(Br)cc1)c1ccc(NC(=O)c2ccccc2)cc1	6%	13	6	21%	1%	0	24%	7%	4%
O=S(=O)(c1ccccc1)N1CC=C(c2ccccc2)CC1	9%	?	-3	-3%	-26%[1.84 µM]	-19	2%	10%	-15%
COc1ccc(C(=O)NCc2cc3ccccc3n2C)cc1	9%	11	-6	-13%	-4%	8	-5%	10%	-16%
C/C(Cn1nc([N+](=O)[O-])cc1C)=N\NC(=O)c1cccc(Br)c1	-3%	24	-18	-1%	-2%	-8	-2%	-1%	0%
COc1ccc2[nH]c3c(c2c1)CCN1C(=O)C(CC(=O)NCc2ccco2)C[C@H](C(=O)N2CCCCC2)[C@@]31CCc1ccccc1 (stereo partly drawn)	1%	0	-29	?	18%	-56*	-1%	-4%	?
C[C@H](O)[C@@H]1CN2CCc3c([nH]c4ccccc34)[C@@H]2C[C@@H]1N(C)C(=O)Nc1ccc(Br)cc1	?	-9	1	8%	.	-28	?	-6%	?
COc1cccc2cc(C(=O)NNC(=O)c3ccc(Br)cc3)c(=O)oc12	-11%	-5	4	-4%	1%	0	-5%	3%	4%
COc1ccc(C2=NNC(c3cccs3)=Nc3ccc(OC)cc32)cc1	-6%	11	-3	-12%	-1%	-22	0%	-1%	-9%
Cc1ccc(C2(C)NC(=O)N(CCOc3ccccc3)C2=O)cc1 (stereo not drawn)	-9%	44	7	-2%	1%	19	-7%	14%	15%
CCOC(=O)c1sc2ccc(S(=O)(=O)N3CCOCC3)cc2c1N	1%	-6	0	-18%	-15%	-9	1%	4%	-1%
CCC1Nc2ncnc(N3CCOCC3)c2N(Cc2ccc(OC)cc2)C1=O (stereo not drawn)	2%	3	10	?	-5%	11	4%	-2%	2%

Screening results as filed in PubChem BioAssay.
